# High-throughput results: PubChem BioAssay, National Center for Advancing Translational Sciences (NCATS)
# G9a block: qHTS Assay for Inhibitors of Histone Lysine Methyltransferase G9a; Histone-lysine N-methyltransferase EHMT2 (Homo sapiens), Q96KQ7; Potency, µM (top dose mostly 102 µM), for the others: top-dose activity, negative = inhibition, most hits filed as inhibitors; 8.8% of 350,000 active; G9a H3K9 monomethylation, AlphaScreen, 2 h; further: on the % scale 0 is the no-effect control and ±100 the full control effect; nearly all actives have a fitted effect of over 75% in size
#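 Methyltransferase reactions run at room temperature for 2 h (20 nM enzyme, 500 nM biotin-H3K9 peptide, 20 uM SAM) after a 15 min compound preincubation; product detected by AlphaScreen beads and anti-H3K9me1 antibody.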
# BLM helicase inh: qHTS Assay for Inhibitors of Bloom's syndrome helicase (BLM); RecQ-like DNA helicase BLM (Homo sapiens), P54132; recombinant BLM DNA unwinding, fluorescence dequenching; Potency, µM (highest dose often 56.1 µM), for inactives: at the top dose activity change, negative = inhibition, most hits filed as inhibitors; 0.2% of 350,000 active; AID 2528, 2010;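 further: plate controls were vehicle for no effect and no enzyme for full effect; nearly all actives have a fitted effect of over 35% in size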
# Pol kappa inh: qHTS for Inhibitors of Polymerase Kappa; purified Pol kappa, fluorescent DNA synthesis assay, 10 min; DNA polymerase kappa (Homo sapiens), Q9UBT6; 0.53% of 400,000 active; Potency, µM (highest dose often 107 µM), for inactives: at the highest dose activity, negative = inhibition, actives largely listed as inhibitors; further: on the % scale 0 is the no-effect control and ±100 the full control effect
#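 10 nM Pol kappa was preincubated with compounds for 15 min at room temperature. Reaction started with 50 nM (final) substrate. Fluorescence read kinetically at 0 and 10 min.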
# APE1 inh: qHTS Assay for Inhibitors of the Human Apurinic/apyrimidinic Endonuclease 1 (APE1); DNA repair nuclease/redox regulator APEX1 (Homo sapiens), P27695; recombinant APE1, TAMRA/BHQ-2 abasic DNA cleavage fluorescence; Potency, µM (highest dose often 65.8 µM), without a hit: at the highest dose activity change, negative = inhibition, usual class: inhibitors; 0.35% of 350,000 active; AID 2517, 2012;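 further: plate controls were vehicle for no effect and reference inhibitor for full effect; nearly all actives have a fitted effect of over 55% in size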
#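 Readout is kinetic fluorescence (ex 525, em 598 nm) from cleavage of 50 nM TAMRA/BHQ-2 THF abasic duplex by 0.75 nM APE1, compound added 15 min beforehand at RT.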
# POLI inh: qHTS for Inhibitors of Polymerase Iota | Pol iota fluorescent replication assay, 10 min | 1% of 390,000 active | DNA polymerase iota (Homo sapiens), Q9UNA4 | Potency, µM (titrated, usually from 115 µM), for inactives: top-dose activity, negative = inhibition, hits mostly inhibitors | AID 588590, 2011
# Target sequence (Q9UNA4 whole entry, looked up): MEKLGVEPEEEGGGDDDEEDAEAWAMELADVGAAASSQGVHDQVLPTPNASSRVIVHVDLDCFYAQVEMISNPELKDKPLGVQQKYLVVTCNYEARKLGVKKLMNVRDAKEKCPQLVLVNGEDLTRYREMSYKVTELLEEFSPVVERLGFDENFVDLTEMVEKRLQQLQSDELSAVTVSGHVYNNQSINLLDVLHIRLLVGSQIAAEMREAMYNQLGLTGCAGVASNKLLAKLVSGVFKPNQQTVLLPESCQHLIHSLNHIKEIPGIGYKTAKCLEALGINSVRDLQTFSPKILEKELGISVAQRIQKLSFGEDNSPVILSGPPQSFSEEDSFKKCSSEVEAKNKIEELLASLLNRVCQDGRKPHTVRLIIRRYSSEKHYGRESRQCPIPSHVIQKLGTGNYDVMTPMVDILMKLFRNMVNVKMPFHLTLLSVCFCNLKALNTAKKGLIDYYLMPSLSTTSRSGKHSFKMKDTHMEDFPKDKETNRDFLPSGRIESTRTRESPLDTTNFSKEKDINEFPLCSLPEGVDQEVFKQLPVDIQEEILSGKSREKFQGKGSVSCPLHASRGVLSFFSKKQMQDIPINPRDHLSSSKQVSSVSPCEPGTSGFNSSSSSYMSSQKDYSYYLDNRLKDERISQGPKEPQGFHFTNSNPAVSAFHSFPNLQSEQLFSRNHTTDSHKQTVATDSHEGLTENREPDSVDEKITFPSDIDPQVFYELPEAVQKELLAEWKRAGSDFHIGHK
#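 Fluorescent replication assay read twice, at 0 min and 10 min after adding 50 nM (final) substrate. Enzyme (10 nM) and compounds were first incubated 15 min at room temperature; enzyme-free buffer wells were negative controls.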
# BAZ2B inh: qHTS Assay for Inhibitors of BAZ2B; AlphaScreen BAZ2B-H3K14Ac peptide displacement; Potency, µM (top dose mostly 114 µM), without a hit: top-dose activity change, negative = inhibition, actives largely listed as inhibitors; 4.4% of 360,000 active; AID 504333, 2011; further: on the % scale 0 is the no-effect control and ±100 the full control effect; nearly all actives have a fitted effect of over 60% in size
#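 AlphaScreen luminescence quantifies BAZ2B engagement of H3K14Ac peptide; the protein and biotinylated peptide are both at 50 nM final, buffer PBS pH 7.4 with 0.01% Tween-20, all steps at room temperature.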
# Pol beta inh: qHTS Assay for Inhibitors of DNA Polymerase Beta; P06746; 1.3% of 340,000 active; Potency, µM (doses to about 114 µM), without a hit: at the highest dose activity change, negative = inhibition, actives largely listed as inhibitors; Pol beta primer extension/strand displacement, fluorescence kinetic; further: on the % scale 0 is the no-effect control and ±100 the full control effect
#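 Reaction started by 50 nM substrate onto compound-treated Pol beta (10 nM, 15 min preincubation, room temperature); plates read at 0 min and 10 min. Normalized concentration-effect data fitted by four-parameter Hill equation.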
# Anesthetic bind: qHTS Assay for Identification of Novel General Anesthetics. apoferritin/1-aminoanthracene competitive binding, fluorescence. 0.074% of 350,000 active. Ferritin light chain (Equus caballus), P02791. Potency, µM (highest dose often 77.5 µM), inactives show top-dose activity change, negative = displacement, usual class: inhibitors; further: on the % scale 0 is the no-effect control and ±100 the full control effect; nearly all actives have a fitted effect of over 20% in size
# Target sequence (P02791 2-175 limits assumed): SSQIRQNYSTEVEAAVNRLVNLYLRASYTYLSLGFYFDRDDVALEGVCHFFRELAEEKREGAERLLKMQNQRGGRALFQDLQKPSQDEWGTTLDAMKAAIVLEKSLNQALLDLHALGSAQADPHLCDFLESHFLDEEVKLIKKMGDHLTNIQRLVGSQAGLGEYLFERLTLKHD
#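 Horse-spleen apoferritin (10 uM) in 50% saturated 1-aminoanthracene in PBS was incubated 10 min at room temperature with compound. Fluorescence (ex 380, em 535 nm) was normalized to free and bound 1-AMA, with concentration-response fitted by a four-parameter Hill equation.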
# Pol eta inh: qHTS for Inhibitors of Polymerase Eta | recombinant Pol eta, fluorescent DNA replication assay | AID 588591, 2011 | 1.2% of 390,000 active | DNA polymerase eta (Homo sapiens), Q9Y253 | Potency, µM (highest dose often 114 µM), without a hit: at the top dose activity change, negative = inhibition, hits mostly inhibitors; further: on the % scale 0 is the no-effect control and ±100 the full control effect
#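 Pol eta (10 nM) was preincubated with compounds for 15 min at room temperature, after which fluorescent replication substrate (50 nM final) was added to start the reaction. Fluorescence was read kinetically at 0 and 10 min.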
# Active calls of the source: *; ? = inconclusive; / = not tested or not shown; & = joins results of further samples; [ ] = another dose, or the depositor's remark. The call rests on the fitted dose curve; in most records, active means well fitted curve in the direction sought with a large enough effect; inconclusive means small, poorly fitted or top-dose-only effect, or another doubt; inactive means no such curve, though single readings can be large; an effect the other way counts as inactive or inconclusive. Potency means the concentration at half of the fitted maximal effect.
SMILES,G9a block,BLM helicase inh,Pol kappa inh,APE1 inh,POLI inh,BAZ2B inh,Pol beta inh,Anesthetic bind,Pol eta inh
COc1ccc(NC(=O)CSCC(=O)Nc2ccccc2C(=O)N2CCCCC2)cc1,0%[59 µM],/,-17%,4%,13%,-6%,/,/,-18%
CC1=C(C(=O)Nc2ccccc2C)C(c2ccncc2)n2nc(SCc3ccccc3)nc2N1 (configuration not stated),0%[59 µM],-4%,1%,/,-21%,-21%,0%,-3%,-8%
CC(=O)N1CCC2(CCCN(Cc3ccccc3)C2)CC1,-10%[12.7 µM],-1%,-3%[60.1 µM],4%,/,/,/,/,/
CC(C)n1c(/N=C/c2ccccc2O)nc2ccccc21,-8%,-1%,-13%,22%,103%[activator],-3%,1%,-4%,6%
CCOC(=O)C(=NC(C)C)NNc1cc(Cl)ccc1Cl,8.9µM*,-1%,5%,-1%,-16%,?,0%,-14%,-23%
CC(C)(C)c1ccc(C(=O)NNc2ccc(F)cc2F)cc1,22µM*,-1%,-2%,0%,124%[activator],-37%,0%,-2%,-5%
COCCNC(=O)C1CCN(S(=O)(=O)c2ccc3c(c2)OCCO3)CC1,2%[0.501 µM],/,-5%,3%,59%[activator],-5%,/,/,10%
CC(/C=N/NC(=O)c1ccc2nc(C)[nH]c2c1)=C\c1ccccc1,12%[59 µM],-2%,-1%,13%,-5%,-2%,28µM*,-20%,?
O=C(Cc1cccc(C(F)(F)F)c1)Nc1cc(S(=O)(=O)N2CCOCC2)ccc1N1CCCC1,14%[2.33 µM],/,-10%,-29%,23%,-8%,/,/,-27%
CC(=O)n1cc([C@H]2C=C(C(=O)NCc3ccccc3)O[C@@H](OCCCCO)C2)c2ccccc21,-1%[12.7 µM],-5%,-9%,-1%,25%,-27%,3%,-19%,2%
CCOc1ccccc1NC(=O)CSc1cn(CC(=O)N2CCCCCC2)c2ccccc12,-7%[59 µM],-8%,1%,/,12%,-18%,16%,0%,-14%
N#Cc1c(NC(=S)NC(=O)c2ccccc2)sc2c1CCCC2,8.9µM*,2%,-2%,?,7%,5%,14%,-8%,-21%
CCCNC(=O)c1ccc(N2CC3CC(C2)c2cccc(=O)n2C3)c(NC(=O)Nc2ccc(CC)cc2)c1 (configuration not stated),17%,-4%,-1%,17%,23%,-23%,0%,-5%,-22%
Cc1ccc(NS(=O)(=O)c2cc(C(=O)NCc3ccccn3)ccc2Cl)cc1C,9%,-5%,-3%,0%,21%,-4%,2%,?,3%
Cc1ccc(C(=O)NCC#N)cc1,28%,-1%,-1%,-2%,81%[activator],6%,-1%,-12%,-22%
CCC(C)c1ccccc1NC(=O)C1CCCO1 (configuration not stated),38%[12.7 µM],2%,1%,2%,5%,-5%,0%,-9%,4%
O=C(c1ccc2c(c1)OCCO2)N1CCN(c2ccc([N+](=O)[O-])cc2)CC1,?,-1%,/,-15%,/,-26%,-1%,-9%,/
CCOC(=O)C1(C)NC(c2ccc(O)cc2)C2C(=O)N(c3ccccc3)C(=O)C21 (configuration not stated),/,-3%,-5%,-3%,17%,-3%,14%,-4%,-22%
CC1CCN(c2ccc3c(c2)S(=O)(=O)c2cccc(C(=O)NC4CCCCC4)c2C3=O)CC1,10%[2.33 µM],/,-11%,10%,-8%,-5%,/,/,-1%
CCn1c(=O)cc(OCC(=O)Nc2ccc3c(c2)OCCO3)c2ccccc21,25%[12.7 µM],0%,5%,-8%,-1%,-4%,3%,-9%,-18%
C[C@@H]1COC(=O)[C@H](NC(=O)OCC2c3ccccc3-c3ccccc32)C/C=C\C[C@@H](CC(=O)N[C@H](CO)Cc2ccccc2)C(=O)N1,/,/,-6%,41%,?,/,/,/,?
COc1ccc(C(=O)Oc2ccc(C(=S)N3CCOCC3)cc2)cc1,/,1%,11%,11%,-11%,-35%,2%,-21%,-13%
Cc1cc(N2CCCCC2)nc2ccc(NC(=O)c3ccc(F)cc3)cc12,8%[59 µM],0%,-3%,/,?,-6%,12%,85%[activator],-7%
Cc1ccccc1C(=O)Nc1ccccc1N1CCN(C(=O)c2ccccc2)CC1,51%,-4%,-2%,10%,22%,-23%,26%,-10%,-18%
Brc1ccc(-c2csc(-c3ccncc3)n2)cc1,4%[59 µM],-2%,2%,6%,1%,3%,1%,-3%,-16%
COc1ccccc1NS(=O)(=O)c1cccc(C(=O)N2CCCCCCC2)c1,2%[0.501 µM],/,0%,2%,16%,2%,/,/,-20%
CSc1ccc(CN2CCC(CO)(CCOc3ccccc3)CC2)cc1,-3%,2%,3%,7%,9%,-21%,-1%,-10%,-18%
Cc1ccccc1NC(=O)c1onc2c1CCCC2,67%[activator][59 µM],3%,1%,2%,0%,44%[activator],2%,?,1%
COc1ccccc1-c1noc(-c2ccccc2C(=O)Nc2cccnc2)n1,-45%[59 µM],-2%,0%,2%,8%,-6%,1%,-18%,-9%
CCN(Cc1ccccc1)C(=O)c1ccc2c(=O)n3c(nc2c1)CCC3,-27%,/,-9%,23%,26%,8%,/,/,7%
COc1cccc(/C=C/C(=O)OCC(=O)Nc2ccccc2Sc2ccccc2)c1,76%[activator][59 µM],-7%,-14%,-3%,12%,17%,35%,-7%,-4%
O=C(O)c1ccc(OCC(O)Cn2cnc3ccccc32)cc1 (configuration not stated),-2%[59 µM],4%,-7%,2%,-10%,-5%,0%,-7%,?
CCOc1cc(/C=N/NC(=O)c2ccc3c(c2)OCCO3)cc(Br)c1O,-26%,-8%,-27%,20%,156%[activator],-12%,?,9%,-26%
CC(=O)Nc1c(-c2ccc(F)cc2)nc2ccccn12,7%,1%,6%,-3%,23%,7%,8%,-2%,-23%
COCCn1c(=O)c(CCc2ccccc2)nc2cnc(Nc3cccc(OC)c3)nc21,12%[12.7 µM],-1%,0%[60.1 µM],18%,/,/,/,/,/
COc1ccc(Cc2nc3ccc(C(=O)N4CCCCC4CCO)cc3o2)cc1 (configuration not stated),-4%,0%,-2%,-14%,7%,-5%,15%,0%,-8%

# The last 5 entries of the part before lead into the next.
SMILES,G9a block,BLM helicase inh,Pol kappa inh,APE1 inh,POLI inh,BAZ2B inh,Pol beta inh,Anesthetic bind,Pol eta inh
O=C(O)c1ccc(OCC(O)Cn2cnc3ccccc32)cc1 (configuration not stated),-2%[59 µM],4%,-7%,2%,-10%,-5%,0%,-7%,?
CCOc1cc(/C=N/NC(=O)c2ccc3c(c2)OCCO3)cc(Br)c1O,-26%,-8%,-27%,20%,156%[activator],-12%,?,9%,-26%
CC(=O)Nc1c(-c2ccc(F)cc2)nc2ccccn12,7%,1%,6%,-3%,23%,7%,8%,-2%,-23%
COCCn1c(=O)c(CCc2ccccc2)nc2cnc(Nc3cccc(OC)c3)nc21,12%[12.7 µM],-1%,0%[60.1 µM],18%,/,/,/,/,/
COc1ccc(Cc2nc3ccc(C(=O)N4CCCCC4CCO)cc3o2)cc1 (configuration not stated),-4%,0%,-2%,-14%,7%,-5%,15%,0%,-8%
COc1ccc(C(=O)Nc2ccncc2)c(OC)c1,-5%,-9%,-10%,1%,73%[activator],-17%,5%,-4%,-17%
COc1cc(/C=C2\SC(=S)N(NC(=O)c3ccc(O)c(OC)c3)C2=O)ccc1O,35µM*,-14%,-28%,1%,22µM*,35µM*,?,-11%,?
Nc1ccc(C23CC4CC(CC(O)(C4)C2)C3)cc1,?,0%,-21%,3%,-6%,-26%,4%,14µM*,-16%
CC(C)CN(C(=O)COC(=O)c1nc(Cl)ccc1Cl)C1CCS(=O)(=O)C1 (configuration not stated),-24%,-1%,5%,-1%,76%[activator],/,15%,-11%,-19%
Cc1cc(N(C)C)c(C#N)c(N2CCCCC2)n1,3%,-2%,-25%,6%,?,-6%,-16%,-7%,-4%
Cc1cccc(C(=O)OCC(=O)N2CCCCCC2)c1O,16%[2.33 µM],/,-16%,34%,-2%,-11%,/,/,9%
CC(=O)Nc1ccc(Nc2cc(N3CCOCC3)c3nonc3c2[N+](=O)[O-])cc1,14%[59 µM],2%,-9%,-3%,-15%,-10%,41%,-1%,-1%
CSc1nnc2c(n1)OC(c1ccsc1)N(C(C)=O)c1ccccc1-2 (configuration not stated),-7%[59 µM],-2%,-6%,-1%,-8%,6%,6%,1%,5%
CC(C)OCCCNC(=O)C1CCN(S(=O)(=O)N2CCCC2)CC1,6%,-5%,0%,22%,58%[activator],1%,4%,1%,-19%
COc1ccc(CCC(=O)Nc2nc(-c3ccncc3)cs2)cc1,8.9µM*,-7%,/,-8%,/,-7%,1%,?,/
CC(C)C(O)C1CCN(Cc2nc(-c3cccs3)no2)CC1 (configuration not stated),8%,-2%,5%,7%,18%,-1%,-29%,-18%,-18%
CCNc1cc(O)ccc1C,-4%[0.501 µM],/,-13%,47%&-5%[activator],38%[activator],-30%,/,/,-15%
O=C(CCn1nc(-c2ccccc2)ccc1=O)N1CCOCC1,5%[59 µM],-7%,-9%,-1%,28%,3%,22%,-9%,-8%
Cc1ccc(NC(=O)CSc2nc3ccccc3c3nc(CCn4cncc4C)nn23)cc1F,-32%[59 µM],34%[activator],-3%[60.1 µM],/,?,-17%,-15%,-16%,-20%
CC1CCN(C(=O)c2cc(F)c(F)cc2Cl)CC1,19%[59 µM],2%,-2%,4%,2%,9%,1%,-8%,4%
CCCc1nc2oc3c(Cl)ncnc3c2c2c1CCCC2,/,-2%,-3%,-3%,36%[activator],12%,6%,31%[activator],-16%
COc1ccc(CNC(=O)C2CC(C)=C(C)CC2C(=O)O)cc1 (configuration not stated),?,-3%,-16%,19%,-2%,-5%,21%,-10%,-11%

# A portion of the library (hit frequency here may not be typical).
